Jurkat NFkB inh = lowers PMA/ionomycin-induced NF-kB signal in Jurkat cells | actives 0.53% (n = 330,000) | PMA/ionomycin-induced NF-kB luciferase reporter, luminescence | AID 435003 | inhibition, % at 4 µM; in the data active = inhibition above about 50%
tim23-1 inh = growth inhibitors of tim23-1 mutant yeast. S. cerevisiae tim23-1 growth, BacTiter-Glo luminescence, 24 h. inhibition, % at 20 µM. actives 1.3% (n = 330,000). AID 463212;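 active = growth inhibition of the mutant yeast at or above 50%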;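 also: temperature-sensitive mutant grown at 25 °C; plate controls were DMSO-treated mutant yeast for no effect and medium wells lacking yeast for full effect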
697 NFkB inh = lowers PMA/ionomycin-induced NF-kB signal in 697 B cells. 697 B-cell NF-kB luciferase reporter, 16 h. inhibition, % at 4 µM. actives 0.33% (n = 330,000); in the data active = inhibition above about 35%
Mdm2-MdmX inh = inhibitors of human Mdm2/MdmX interaction; SaOS-2 split-luciferase Mdm2/MdmX complementation, luminescence; inhibition, % at 8 µM; actives 3% (n = 330,000);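 active = inhibition of at least 50% at 8 µM in the primary screen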
Target sequence (O15151 whole entry, looked up): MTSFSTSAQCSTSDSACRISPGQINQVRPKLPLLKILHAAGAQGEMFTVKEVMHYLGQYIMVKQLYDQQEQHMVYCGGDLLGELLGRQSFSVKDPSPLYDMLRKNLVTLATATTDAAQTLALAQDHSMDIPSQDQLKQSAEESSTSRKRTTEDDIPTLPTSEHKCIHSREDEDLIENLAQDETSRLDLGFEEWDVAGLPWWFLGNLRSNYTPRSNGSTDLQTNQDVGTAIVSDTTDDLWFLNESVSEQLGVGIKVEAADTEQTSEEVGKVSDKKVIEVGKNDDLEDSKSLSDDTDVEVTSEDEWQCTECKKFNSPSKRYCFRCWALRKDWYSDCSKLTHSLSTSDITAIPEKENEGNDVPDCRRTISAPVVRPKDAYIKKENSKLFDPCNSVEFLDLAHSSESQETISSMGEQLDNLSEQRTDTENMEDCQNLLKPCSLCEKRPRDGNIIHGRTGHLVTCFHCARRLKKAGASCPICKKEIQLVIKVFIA
Target sequence (Q00987 whole entry, looked up): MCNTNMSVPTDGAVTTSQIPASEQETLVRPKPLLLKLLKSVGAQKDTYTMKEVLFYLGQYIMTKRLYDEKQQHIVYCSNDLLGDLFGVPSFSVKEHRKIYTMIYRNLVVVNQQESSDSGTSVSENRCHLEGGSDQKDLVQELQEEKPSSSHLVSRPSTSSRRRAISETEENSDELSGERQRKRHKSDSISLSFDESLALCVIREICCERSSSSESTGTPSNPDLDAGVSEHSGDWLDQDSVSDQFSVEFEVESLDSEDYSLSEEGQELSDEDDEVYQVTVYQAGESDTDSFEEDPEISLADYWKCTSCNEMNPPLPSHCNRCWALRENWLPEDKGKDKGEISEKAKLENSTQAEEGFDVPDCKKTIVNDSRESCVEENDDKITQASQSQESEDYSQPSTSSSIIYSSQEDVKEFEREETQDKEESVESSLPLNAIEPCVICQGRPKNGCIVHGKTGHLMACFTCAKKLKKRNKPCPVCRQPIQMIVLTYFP
tim10-1 inh = tim10-1 yeast growth inhibition. inhibition, % at 20 µM. AID 463190. S. cerevisiae tim10-1 ts strain growth, BacTiter-Glo, 24 h. actives 2.2% (n = 330,000);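 active = inhibition of at least 40%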;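 also: mutant grown at 25 °C; 0% = DMSO wells with yeast and 100% = wells holding no yeast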
UPR CHOP act = activators of apoptotic arm of unfolded protein response (CHOP). activation, % at 10 µM. actives 0.34% (n = 330,000). CHO-CHOP luciferase reporter, UPR activation, luminescence; percent of tunicamycin response over DMSO baseline;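 active = at 10 µM dose, activation of 40% or more, normalized to positive control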;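 also: 100% = tunicamycin at 10 µg/mL and 0% = DMSO alone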
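measured by = luciferase luminescence | assay system = CHO-CHOP cells, stable luciferase reporter of PERK-eIF2a-CHOP signalling | amount = 500 reporter cells seeded per well | timing = 6 h compound exposure at 37 °C after overnight seeding | controls = positive tunicamycin 10 µg/mL, negative DMSO alone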
TIM10 inh = TIM10 yeast growth inhibition; S. cerevisiae TIM10 strain growth, BacTiter-Glo luminescence, 24 h; inhibition, % at 10 µM; actives 1.4% (n = 330,000);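 active = inhibition of 40% or more at the single tested concentration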;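 also: wild-type TIM10 isogenic control strain grown at permissive 25 °C; 0% = DMSO yeast wells and 100% = minimal medium wells without yeast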
UPR XBP1 act = adaptive UPR (XBP1) activation | CHO-XBP1 luciferase reporter, IRE1-XBP1 UPR activation, luminescence; percent of tunicamycin response, DMSO as zero | activation, % at 20 µM | actives 0.33% (n = 330,000) | AID 463104;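 active = versus positive control, 20 µM dose yields 30% or more activation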;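 also: 100% = tunicamycin at 10 µg/mL and 0% = DMSO only wells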
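assay system = CHO-XBP1 luciferase reporter cells | amount = 1000 cells/well | buffer or medium = F12 plus 10% FBS | compound dosing = single point, 20 µM final compound, 1% DMSO | incubation = 16-18 h cell attachment at 37 °C, then 6 h compound exposure | detection = Steady-Glo luminescence read | controls = tunicamycin 10 µg/mL and vehicle-only wells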
Numbers without * were called inactive; . = not tested or not shown.

SMILES	Jurkat NFkB inh	tim23-1 inh	697 NFkB inh	Mdm2-MdmX inh	tim10-1 inh	UPR CHOP act	TIM10 inh	UPR XBP1 act
C/C(=N/NC(=O)CN(c1ccccc1)S(=O)(=O)c1ccccc1)c1ccccc1O	19	34	-9	72*	26	-1.6	31	-6
O=C1COc2ccc(N3C(=O)C=CC3=O)cc2N1	-4	10	-1	19	15	-0.5	2	-5
Cc1cccn2c(=O)c3cc(C#N)c(=N)n(Cc4ccncc4)c3nc12	10	-31	32	5	14	-0.4	-10	2
O=C(CSC(=S)N1CCOCC1)Nc1ccc(S(=O)(=O)Nc2ncccn2)cc1	2	-1	-4	-5	-7	-0.1	-2	-7
O=C(NCc1ccccc1Cl)C1CCC(CNc2nc(=S)[nH]c3ccccc23)CC1 (stereo unspecified)	-24	4	-21	40	-15	-2.2	-3	4
Cc1cccc(OCC(=O)Nc2ccc(C(=O)Nc3ccccc3C(=O)O)cc2)c1C	1	7	-9	14	3	0.3	8	-8
Cc1cc(NCCCN2CCOCC2)n2ncc(-c3ccc(Cl)cc3)c2n1	-104	38	-87	65*	1	17	-26	13
O=C(CN1C(=O)S/C(=C/c2ccncc2)C1=O)Nc1ccccc1	-4	53*	-8	33	31	-0.9	34	-6
CC(C)(C)c1ccc(NC(=O)C2CCCN(c3cnccn3)C2)cc1 (stereo unspecified)	1	35	-27	9	30	1.6	27	-1
O=C(NC1CCCCC1)C1CCCN1S(=O)(=O)c1ccc(Cl)cc1 (stereo unspecified)	-36	23	5	-14	9	0.7	-14	-1
COc1ccc(-c2csc3ncnc(N4CCN(S(=O)(=O)c5ccc(C(C)=O)cc5)CC4)c23)cc1	-3	30	2	33	32	2.5	20	-3
NC(Cc1ccc2nsnc2c1)C(=O)O (stereo unspecified)	-15	-5	5	-1	10	-0.5	-3	0
N#C/C(=C/c1ccc(Br)s1)C(=O)NCCc1c[nH]c2ccccc12	-7	9	-9	21	1	-0.4	28	2
CCOC(=O)c1ccc(NC(=S)NCc2ccc(S(N)(=O)=O)cc2)cc1	-5	14	-5	22	12	3.4	-4	-4
CC(=O)c1cccc(N2C(=O)Nc3ccccc3N2O)c1	-8	-1	3	33	10	-1.5	7	4

Three entries already listed, sorted by formula weight, smallest number first:
SMILES	Jurkat NFkB inh	tim23-1 inh	697 NFkB inh	Mdm2-MdmX inh	tim10-1 inh	UPR CHOP act	TIM10 inh	UPR XBP1 act
O=C1COc2ccc(N3C(=O)C=CC3=O)cc2N1	-4	10	-1	19	15	-0.5	2	-5
CCOC(=O)c1ccc(NC(=S)NCc2ccc(S(N)(=O)=O)cc2)cc1	-5	14	-5	22	12	3.4	-4	-4
O=C(NCc1ccccc1Cl)C1CCC(CNc2nc(=S)[nH]c3ccccc23)CC1 (stereo unspecified)	-24	4	-21	40	-15	-2.2	-3	4

(next part)
SMILES	Jurkat NFkB inh	tim23-1 inh	697 NFkB inh	Mdm2-MdmX inh	tim10-1 inh	UPR CHOP act	TIM10 inh	UPR XBP1 act
O=C(c1cccs1)N1CCN(Cc2nc3ccccc3c(=O)[nH]2)CC1	3	6	16	25	14	-1.5	12	-3
COc1cccc(NC(=O)NC2CCN(Cc3nnnn3Cc3ccc4c(c3)OCO4)CC2)c1	6	1	25	-13	-12	-0.9	-2	-1
COCCCNc1nc(CC(C)C)nc2c1nnn2Cc1ccccc1	8	16	-15	-2	1	-1.1	3	-5
COC(=O)CNc1nc(Cl)nc(Nc2ccc(Cl)cc2)n1	20	-8	-5	12	-18	2.9	-4	-1
CN(C)CCCN(C(=O)COc1ccc(Cl)cc1)c1nc2c(F)cccc2s1	-7	-21	1	-9	10	2.6	-20	3
COc1ccc2cc(C[C@@H]3CC[C@@H](CNC(N)=O)O3)ccc2c1	.	32	-16	-3	12	7.5	-9	2
COc1ccc(/C=N/Nc2nc(C(=O)O)cs2)cc1	8	10	-92	-10	12	-6.1	-15	-8
Cc1ccc2nc(NNC(=O)c3ccc4c(c3)OCCO4)sc2c1	-1	19	-19	9	-19	0.2	-19	2
CC(C)N1CC(C(=O)Nc2ccccc2)CC1=O (stereo unspecified)	-5	6	20	11	10	-3.8	-1	1
C=CCn1c(C)cc(C(=O)CSc2nnc(-c3cccc(S(=O)(=O)N(CC)CC)c3)o2)c1C	-12	7	-24	-31	18	-0.7	10	-2
Cc1nn(CC(=O)NC2CCCCC2)c(=O)c2cccn12	19	4	-5	-9	0	0.2	-4	1
CC(=O)Nc1cccc(C(=O)OCC(=O)c2ccc(S(=O)(=O)N3CCCCC3)cc2)c1	5	12	8	2	-4	0.0	1	1
CC1Cc2ccccc2N1C(=O)CCNS(=O)(=O)c1ccc2c(c1)CCC(=O)N2 (stereo unspecified)	-6	11	12	5	4	0.2	7	-2
CN1CCN(c2nc3c(c(=O)n(C)c(=O)n3C)n2Cc2ccc(Cl)cc2)CC1	-25	13	-10	12	-11	-1.2	-17	-4
O=C(NCCCNc1ccc(C(F)(F)F)cc1[N+](=O)[O-])c1ccc(Cl)cc1	11	9	9	21	46*	-0.6	-4	-3
COc1ccc(C2(CNC(=O)c3ccc(N)cc3)CCCC2)cc1	2	32	18	16	21	1.5	13	-5
COc1ccc(CN2CC(C(=O)NCCC3=CCCCC3)CC2=O)cc1 (stereo unspecified)	-11	3	4	24	16	-0.6	11	-1
COc1cc(OC)cc(C(=O)NC(C(=O)N2CCc3ccccc3C2)C(C)C)c1 (stereo unspecified)	11	26	-8	47	24	-1.2	-9	-5
CCN(CC)C(=O)c1sc(N)c(C#N)c1C	1	2	10	5	5	-2.1	1	-7
CCc1c(C)sc(NC(=O)C2CCCO2)c1C#N (stereo unspecified)	-1	1	-22	9	10	1.5	-6	1
Clc1ccc(OCc2cc(-c3ccccc3)no2)c(Cl)c1	-123	26	-466	-29	17	-2.1	20	-5
O=C(Cn1c(=O)c2cccn2c2cccnc21)N1CCN(c2ccc(Cl)cc2)CC1	17	38	-8	24	43*	-1.4	12	-5
O=C(NC1CCCc2ccccc21)c1cncc(Br)c1 (stereo unspecified)	0	12	4	12	20	-1.7	-6	0
COc1cccc(-c2ncc3ccccc3c2CO)c1	2	3	13	0	-8	0.3	-9	5
Cc1cc(C)c2c(N)c(C(=O)Nc3ccc(F)cc3)sc2n1	-155	4	-154	-128	0	3.7	-16	-6
CCc1noc(C)c1C(=O)NCCc1c[nH]c2ccccc12	10	-7	14	4	-21	0.2	-12	-1
O=C(O)CCCC(=O)Nc1cccc(C(=O)Nc2ccccc2C(=O)O)c1	-6	9	5	-8	-3	0.2	13	0
O=C(COC(=O)CNC(=O)c1ccc(Cl)cc1)Nc1ncc(C(F)(F)F)cc1Cl	10	2	-5	-6	6	0.8	2	-2
NC(=O)CSc1nnc(-c2ccc(S(=O)(=O)N3CCCCC3)cc2)n1-c1ccccc1	-7	8	-29	-20	11	-2.7	4	0
COc1cc(-c2cc(C(=O)O)c3c(OC)c(OC)c(OC)cc3n2)ccc1O	3	-1	1	17	-23	1.1	-5	3
Cc1ccc(CSc2nc3c(c(N(C)C)n2)CCCC3)cc1	19	-10	-30	11	39	0.8	22	-1
CCCN(C(=O)COC(=O)CSc1ccc(C(N)=O)cc1[N+](=O)[O-])C1CCS(=O)(=O)C1 (stereo unspecified)	5	3	-2	0	-8	-1.6	6	1
CNc1c(NS(=O)(=O)c2cc(NC(C)=O)ccc2C)c(=O)oc2ccccc12	-5	8	3	-31	8	-1.0	-12	1
O=C(O)CN(c1ccc(F)cc1)S(=O)(=O)c1ccc2c(c1)OCCO2	-3	-1	11	17	0	-2.5	3	-3
CC(C)NC(=O)CCNS(=O)(=O)c1ccc(Br)cc1	-10	10	-3	-3	2	-1.8	5	0
CCC(Sc1nc2ncccc2[nH]1)C(=O)NC1CCCC1 (stereo unspecified)	-11	6	1	21	-20	-0.4	17	-3
O=C(NCCCN1CCOCC1)c1sc2cc(F)ccc2c1Cl	-22	-15	-4	-2	-18	3.2	-8	0
Cc1cccc(C)c1NC(=O)CSc1nnc(Cn2nnc(-c3ccccc3)n2)n1-c1ccccc1	-5	18	5	25	21	3.7	14	0
O=C(NCc1nc2ccccc2[nH]1)C1=C[C@H](C2CC2)C[C@H](OCCCCO)O1	19	8	5	-9	-4	7.0	5	-1
O=C(CCCc1ccccc1)N=C1SC2CS(=O)(=O)CC2N1c1ccccc1 (stereo unspecified)	-10	-8	14	-14	2	0.2	-9	-2
Cc1ccnc(N/C=C(/NC(=O)c2ccccc2)C(=O)N/N=C\c2ccc(F)cc2)n1	7	6	23	3	8	-4.6	-1	1
CCC1Sc2ccc(S(=O)(=O)CCC(=O)Nc3ccc(C(=O)OC)cc3)cc2NC1=O (stereo unspecified)	6	-4	7	17	9	0.3	5	-2
CN(C)S(=O)(=O)c1cccc(NC(=O)/C=C/c2ccc(S(=O)(=O)N3CCOCC3)cc2)c1	13	5	-13	14	2	1.1	3	-4
CCOC(=O)CSc1nc2sc(C(=O)O)c(C)c2c(=O)[nH]1	6	7	10	20	4	-0.2	-14	1
OCCCCCNc1ncnc2ccccc12	26	-3	-23	26	5	0.0	-10	0
COc1cc(/C=N/n2cnnc2)ccc1OS(=O)(=O)c1ccccc1[N+](=O)[O-]	-2	4	7	-11	6	3.5	5	-2
Cc1c(NS(=O)(=O)c2cccc(C(=O)Nc3ccccc3)c2)c(=O)n(-c2ccccc2)n1C	-4	3	11	14	14	-3.1	10	-1
O=C(COc1ccccc1)Nc1ncn[nH]1	-18	-3	0	8	-13	0.1	-11	-1
O=C(Nc1cccc(Cl)c1)Nc1cc(S(=O)(=O)N2CCOCC2)ccc1N1CCCC1	-1	19	14	11	14	-1.3	6	-2
Cn1nnnc1P(=O)(c1ccccc1)c1ccccc1	7	-3	20	2	-15	-0.6	1	-4
COc1ccc(S(=O)(=O)N2CCC(C(=O)NC3CCCCC3)CC2)cc1OC	8	1	-1	3	-9	0.1	-7	2
Cn1c(-c2ccsc2)c(-c2cccs2)c2cc(-c3ccc4cc[nH]c4c3)ccc21	-14	14	-31	3	21	4.2	1	-4
CCN1c2cccc3cccc(c23)S1(=O)=O	10	-7	4	15	13	3.2	4	4
COc1ccccc1N(CC(=O)Nc1ccccc1)S(=O)(=O)c1cccs1	-26	32	-15	-3	15	2.7	0	-1
O=C(NNc1ccc(Cl)cc1)c1c(F)cccc1Cl	7	12	18	-12	-42	1.4	1	-4
NC(=O)COC(=O)c1ccccc1SCC(=O)NC1CCCCCCC1	1	-7	-6	15	3	0.2	5	-2
O=C(COc1ccccc1[N+](=O)[O-])N/N=C/c1ccccn1	-91	10	-25	-40	7	1.2	28	-1
CC(=O)N1CCN(c2ccc(NC(=O)c3ccccc3Cl)cc2)CC1	-16	-2	-4	6	-10	2.3	3	-1
CC(C)(C)N(Cc1ccccc1)C(=O)CSc1nnc(CNc2ccc(F)cc2)o1	11	25	2	1	25	-0.9	23	-2
COCCOc1cc(-n2cccc2)c(Cl)cc1Cl	4	-5	-4	18	-4	-0.8	0	-4
CC(=O)c1cccc(NC(=O)c2sc3nc4n(c(=O)c3c2C)CCCC4)c1	-7	18	-9	12	52*	3.0	19	0
O=C(CSc1ccc(Br)cc1)Nc1ccccc1Oc1ccccc1	-6	-1	-1	6	14	0.3	9	-2

Structures shown so far containing a cyano group:
SMILES	Jurkat NFkB inh	tim23-1 inh	697 NFkB inh	Mdm2-MdmX inh	tim10-1 inh	UPR CHOP act	TIM10 inh	UPR XBP1 act
Cc1cccn2c(=O)c3cc(C#N)c(=N)n(Cc4ccncc4)c3nc12	10	-31	32	5	14	-0.4	-10	2
N#C/C(=C/c1ccc(Br)s1)C(=O)NCCc1c[nH]c2ccccc12	-7	9	-9	21	1	-0.4	28	2
CCN(CC)C(=O)c1sc(N)c(C#N)c1C	1	2	10	5	5	-2.1	1	-7
CCc1c(C)sc(NC(=O)C2CCCO2)c1C#N (stereo unspecified)	-1	1	-22	9	10	1.5	-6	1

Screening data: PubChem, Sanford-Burnham Center for Chemical Genomics
